Compound activity: PubChem, National Center for Advancing Translational Sciences (NCATS)
RGS4 inhibitor: human RGS4 inhibition; P49798; Transcreener GDP fluorescence polarization, RGS4-accelerated GTP hydrolysis; Potency, µM (top dose mostly 114 µM), for the others: top-dose activity change, negative = inhibition, hits mostly inhibitors; hit rate 0.039% among 390,000; AID 504845; further: on the % scale 0 is the no-effect control and ±100 the full control effect; nearly all actives have a fitted effect of over 75% in size; some results filed as inactive show a strong effect at the top dose
Target sequence (P49798 whole entry, looked up): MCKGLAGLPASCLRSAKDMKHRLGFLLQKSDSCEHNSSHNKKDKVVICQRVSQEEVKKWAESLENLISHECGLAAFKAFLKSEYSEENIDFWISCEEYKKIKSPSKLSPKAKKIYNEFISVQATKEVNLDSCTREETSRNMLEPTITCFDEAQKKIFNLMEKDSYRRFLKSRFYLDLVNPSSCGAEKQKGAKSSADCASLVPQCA
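MLSMR compounds (23 nl, pin-transferred) preincubated 10 min at room temperature with a 500nM (2x) first reagent, then RGS4 at 900nM (2x) plus Transcreener GDP mix added; fluorescence polarization (620/688 nm) read before and after 90 min at 30 °C.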
USP1 inh: inhibitors of human USP1/UAF1 deubiquitinase; O94782; hit rate 0.23% among 390,000; Potency, µM (titrated, usually from 57.1 µM), for the others: at the highest dose activity change, negative = inhibition, hits mostly inhibitors; recombinant USP1/UAF1, Ub-Rhodamine cleavage fluorescence; further: on the % scale 0 is the no-effect control and ±100 the full control effect; nearly all actives have a fitted effect of over 60% in size; inactives centre near -12
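1 nM enzyme complex + cpd, 15 min RT; start with Ub-Rho 150nM final; kinetic fluorescence ex 480/em 540, 6 reads q60 s. Buffer 50mM HEPES pH 7.8, 0.5mM EDTA, 0.1 mg/ml BSA, 1mM TCEP, 0.01% Tween-20.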
RXFP1 agonist: activates the human relaxin receptor RXFP1. hit rate 0.3% among 370,000. Potency, µM (highest dose often 57.5 µM), for the others: at the highest dose activation, hits mostly activators. Q9HBX9. HEK293T-RXFP1 cAMP TR-FRET, 30 min; response scale: percent of porcine relaxin response, buffer zero. AID 2676; further: on the % scale 0 is the no-effect control and ±100 the full control effect; nearly all actives have a fitted effect of over 60% in size; many of its hits are not listed in these tables
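HEK293T cells stably expressing RXFP1 were pretreated with the PDE4 inhibitor Ro 20174, exposed to compounds for 30 min at 37C, lysed, and cAMP was read by TR-FRET. Data normalized to buffer (basal) and 29 nM porcine relaxin (100%).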
Vif-APOBEC3F blk: Vif-A3F binding inhibition. AID 602313. Potency, µM (titrated, usually from 46.1 µM), for inactives: top-dose activity, negative = active. HeLa A3F-eYFP + Vif (tagged APOBEC3F with the HIV-1 protein that degrades it), YFP fluorescence increase. hit rate 0.2% among 390,000; further: % of control where 0% means no effect; nearly all actives have a fitted effect of over 65% in size
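HeLa cells stably expressing A3F-eYFP plus Vif, plated and incubated overnight at 37 deg C, then exposed to compounds overnight at 37 deg C. Blocked degradation read as raised yellow fluorescence (Ex 488/Em 500-530).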
ALOX12 inh: ALOX12 (human) lipoxygenase inhibition | P18054 | purified 12hLO, xylenol orange hydroperoxide absorbance | Potency, µM (titrated, usually from 108 µM), without a hit: at the top dose activity change, negative = inhibition, usual class: inhibitors | hit rate 1.1% among 580,000; further: on the % scale 0 is the no-effect control and ±100 the full control effect
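Purified human 12hLO (150 nM final) in 25 mM Hepes, 0.01% Triton X-100, pH 7.0 was preincubated 15 min at room temperature with compound. Then 40 uM arachidonic acid was added, 30 min. Hydroperoxide was read by Fe-XO absorbance ratio 573/405 nm.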
TrxR1 substrate: rat thioredoxin reductase 1 substrate activity. Potency, µM (top dose mostly 114 µM), inactives show at the top dose activity change, negative = substrate turnover. hit rate 0.01% among 390,000. AID 588456. purified TrxR1 substrate turnover, NADPH consumption readout; further: on the % scale 0 is the no-effect control and ±100 the full control effect; nearly all actives have a fitted effect of over 50% in size
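Rat TrxR1, dispensed at 90 nM, was prereduced with 400 uM NADPH (final) for 5 min at ~22 deg C, then incubated with compound 15 min before 400 uM selenite. A first-read NADPH fluorescence drop versus no-compound background flagged substrates.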
IDH1 R132H inh: inhibitors of human mutant IDH1 R132H | O75874 | IDH1-R132H enzyme, NADPH consumption, diaphorase/resazurin fluorescence | Potency, µM (doses to about 76.6 µM), without a hit: top-dose activity change, negative = inhibition, most hits filed as inhibitors | hit rate 0.093% among 390,000 | AID 602179; further: on the % scale 0 is the no-effect control and ±100 the full control effect; nearly all actives have a fitted effect of over 65% in size
Target sequence (O75874 whole entry R132H, stated change not applied): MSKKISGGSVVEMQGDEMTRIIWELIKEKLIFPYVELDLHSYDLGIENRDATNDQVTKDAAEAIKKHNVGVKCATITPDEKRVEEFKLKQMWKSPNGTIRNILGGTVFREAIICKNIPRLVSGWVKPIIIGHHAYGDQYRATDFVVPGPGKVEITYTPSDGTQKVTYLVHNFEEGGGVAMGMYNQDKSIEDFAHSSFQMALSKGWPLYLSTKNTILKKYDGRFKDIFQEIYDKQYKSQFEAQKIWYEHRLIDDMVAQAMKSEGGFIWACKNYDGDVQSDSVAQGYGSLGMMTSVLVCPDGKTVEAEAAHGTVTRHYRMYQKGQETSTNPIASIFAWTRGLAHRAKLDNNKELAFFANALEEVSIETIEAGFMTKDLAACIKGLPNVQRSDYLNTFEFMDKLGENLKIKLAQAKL
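IDH1-R132H (0.5 ug/mL dispensed) in pH 7.5 Tris buffer was preincubated 30 min with compound, then given a substrate mix of 0.016 mM NADPH and 2 mM alpha-KG for 80 min at room temperature; remaining NADPH was read by diaphorase/resazurin fluorescence.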
rTrxR1 inhibitor: inhibitors of rat thioredoxin reductase 1; hit rate 1% among 390,000; Potency, µM (titrated, usually from 114 µM), for inactives: at the highest dose activity change, negative = inhibition, most hits filed as inhibitors; recombinant rTrxR1, NADPH fluorescence consumption, selenite substrate; O89049; further: on the % scale 0 is the no-effect control and ±100 the full control effect; nearly all actives have a fitted effect of over 65% in size
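Rat TrxR1 (90 nM in the dispensed reagent) was pre-reduced with 400 uM NADPH for 5 min at room temperature, then incubated with compound for 15 min. After 400 uM selenite was added, NADPH fluorescence (Ex 340/Em 450 nm) was followed for 8 min.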
Vif-A3G inh: Vif-A3G binding inhibition; HeLa A3G-eYFP + Vif (tagged APOBEC3G with the HIV-1 protein that degrades it), YFP fluorescence, overnight; Potency, µM (highest dose often 46.1 µM), without a hit: at the top dose activity, negative = active, actives largely listed as inhibitors; hit rate 0.076% among 410,000; AID 602310;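 further: on the % scale 0 is the no-effect control and ±100 the full control effect; nearly all actives have a fitted effect of over 60% in size; hits raise eYFP signal because A3G escapes Vif-driven loss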
Target sequence (Q9HC16 whole entry, looked up): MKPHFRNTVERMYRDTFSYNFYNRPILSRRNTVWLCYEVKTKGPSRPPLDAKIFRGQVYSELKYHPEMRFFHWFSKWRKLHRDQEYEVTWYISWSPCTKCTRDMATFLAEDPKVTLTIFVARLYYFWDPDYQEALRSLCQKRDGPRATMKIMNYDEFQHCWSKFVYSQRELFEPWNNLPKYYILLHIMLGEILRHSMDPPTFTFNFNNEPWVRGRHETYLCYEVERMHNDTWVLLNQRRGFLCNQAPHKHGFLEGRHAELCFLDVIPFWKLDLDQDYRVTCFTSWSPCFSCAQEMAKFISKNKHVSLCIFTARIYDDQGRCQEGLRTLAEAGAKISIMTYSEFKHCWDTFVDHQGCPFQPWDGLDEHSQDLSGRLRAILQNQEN
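Read-out is eYFP fluorescence (Ex 488/Em 500-530) from Vif-expressing HeLa A3G-eYFP cells; more signal means A3G escaped Vif-mediated degradation. Cells plated overnight, compound pinned in, incubated overnight at 37 deg C.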
The depositor's hits bear a star; ? = inconclusive; nt = not tested or not shown; & = joins results of further samples; [ ] = dose if it differs, or a comment. The call rests on the fitted dose curve; in most records, active means well fitted curve in the direction sought with a large enough effect; inconclusive means small, poorly fitted or top-dose-only effect, or another doubt; inactive means no such curve, though single readings can be large; an effect the other way counts as inactive or inconclusive. Potency means the concentration at half of the fitted maximal effect. The list is partial, so the mix of outcomes need not match the whole.

SMILES | RGS4 inhibitor | USP1 inh | RXFP1 agonist | Vif-APOBEC3F blk | ALOX12 inh | TrxR1 substrate | IDH1 R132H inh | rTrxR1 inhibitor | Vif-A3G inh
CN(Cc1ccccc1)S(=O)(=O)c1nnc(NC(=O)c2ccccc2)s1 | -13%&23% | -12%&-5% | 26%&24% | 1%&3% | -26%&-10% | -1%&-5% | 18%&22% | 27%&16% | -1%&7%
COc1ccc(N(C(=O)c2cccc(C)c2)S(=O)(=O)c2ccc3c(c2)n(C)c(=O)n3C)cc1 | -32% | ? | 1.0% | -14% | -3% | -4% | -19% | 24% | -1%
CCc1ccc(CNC(=O)c2cc(-c3ccc(Br)s3)nc3ccccc23)cc1 | -6% | -8% | ? | 1% | -14% | 17% | 17% | 16% | 5%
CN(C(=O)c1cccc(NC(=O)Cc2ccc(NC(=O)C3CCCN(C(=O)C4CCCC4)C3)cc2)c1)C1CCCC1 (stereo not given) | -5% | -21% | nt | 7% | 8% | -5% | -7% | 9% | -1%
O=C(Nc1ccc(Oc2ccc(NC(=O)C3CCCO3)cc2)cc1)C1CCCO1 (stereo not given) | -3% | -4% | 2.4% | -11% | 2% | 8%[57.1 µM] | 3% | 11%[57.1 µM] | 2%
COc1ccc(C(C)=O)cc1COC(=O)CNC(=O)c1ccc(Cl)cc1 | -36% | -29% | 0.0% | -4% | -2% | 6% | 0% | ? | -1%
Cc1ccccc1-n1c(SCC(=O)N2CCOCC2)nc(O)cc1=O | -4% | -3% | -0.4% | -6% | -17% | 3% | 1% | 6% | 0%
CC(C)CCN1C(=O)N(c2ccccc2)C(=O)C1CC(=O)Nc1ccc(Cl)cc1 (stereo not given) | -2% | -31% | 1.0% | 4% | -20% | 0%[57.1 µM] | -12% | 33%[57.1 µM] | 1%
Cc1ccc(C(=O)OCC(=O)Nc2cccc(S(=O)(=O)N3CCCCC3)c2)o1 | -23% | -10% | 2.8% | 0% | -7% | 3% | 4% | -12% | 3%
COc1ccc(NS(=O)(=O)c2cccc(C(=O)N3CCCCCCC3)c2)cc1 | 5% | -24% | 0.0% | 1% | 1% | 1% | 5% | 7% | 13%
COc1ccc(S(=O)(=O)Nc2c(C)n(C)n(-c3ccccc3)c2=O)c(Cl)c1Cl | -5% | 7% | -0.3% | -7% | 3% | 1%[2.29 µM] | 0% | 21% | -3%
O=C(CCc1nc2ccccc2c(=O)[nH]1)N1CCN(C/C=C/c2ccccc2)CC1 | 14% | -8% | 3.2% | nt | -2% | -6% | 5% | -1% | 2%
CCNc1nc(NCc2ccc(F)cc2)c2cnn(C)c2n1 | 19% | -17% | -0.2% | nt | ? | 3%[57.1 µM] | nt | 10%[57.1 µM] | nt
Cc1nn(-c2ccccc2)c(Cl)c1/C=N/NC(=O)c1ccnn1C | 22% | -11% | 1.4% | -14% | 47%[activator] | 3% | -9% | 11% | 1%
COc1ccccc1N1CCN(C(=O)c2cc(-c3ccco3)on2)CC1 | -4% | -12% | 1.1% | -3% | ? | 3% | 7% | 45µM* | -2%
COC(=O)c1c(NC(=O)CSc2nnc(C)c(=O)[nH]2)sc(C)c1C | -17% | -13% | 5.0% | -8% | 1% | -1%[57.1 µM] | 7% | -2%[57.1 µM] | -11%
COc1ccccc1NC(=O)CSc1nnc(-c2ccco2)o1 | 7% | -23% | 0.9% | 4% | 0% | 10%[57.1 µM] | 17% | 1%[57.1 µM] | 2%
Cc1cccn2c(=O)c(C=O)c(N3CCN(c4ccccc4)CC3)nc12 | 9% | -19% | 6.4% | 2% | -11% | 7%[57.1 µM] | 3% | 7%[57.1 µM] | 0%
Cc1ccc(S(=O)(=O)N2CCN(C(=O)c3c(-c4ccccc4)noc3C)CC2)cc1C | 14% | ? | 0.4% | 0% | 13% | 0% | -4% | 3% | 1%
CCC(CC)C(=O)Nc1nnc(SCc2cc(=O)c3ccccc3[nH]2)s1 | 3% | -18% | 1.2% | -1% | -12% | -2%[57.1 µM] | 24% | 10%[57.1 µM] | 2%
Cc1ccc(S(=O)(=O)N2[C@@H](c3cccc(Cl)c3)C(C(=O)O)=CC[C@H]2c2ccc(C(C)C)cc2)cc1 | 0% | ? | -0.8% | -5% | ? | -10% | 3% | -11% | -11%
CC1CC/C(=N/Nc2ccccc2)C(=O)N1 (stereo not given) | 6% | -3% | 5.4% | 6% | ? | -20% | 0% | -18% | 0%
CCc1c(O)nc(SCC(=O)Nc2ccccc2OC)n(-c2ccccc2C)c1=O | -12%[11.4 µM] | -16% | 0.3% | 1% | -19% | ? | 6% | -19% | -28%
COc1ccc(OC)c(CNC(=O)C2COc3ccccc3C2)c1 (stereo not given) | -2% | 5% | 0.0% | -6% | -16% | -1%[57.1 µM] | 10% | -1%[57.1 µM] | -2%
COc1ccc(C2C(C(=O)c3ccco3)=C(O)C(=O)N2Cc2cccnc2)cc1OC (stereo not given) | 17% | -3% | 1.5% | 1% | ? | -7% | 19% | -15% | 3%
CSc1ccc(NC(=O)NCc2ccccc2)cc1 | -2% | -3% | -3.3% | -5% | 296%[activator] | 0%[57.1 µM] | 4% | 9%[57.1 µM] | 0%
COc1cccc(/C=C2\SC(=S)N(C(C(=O)O)c3ccccc3)C2=O)c1OC (stereo not given) | -47% | -9% | -4.0% | -7% | ? | -11% | -5% | 3% | 1%
CN(C)S(=O)(=O)c1cc(NC(=O)COC(=O)/C=C/c2ccco2)ccc1Cl | ? | 0% | 2.9% | 3% | ? | -6% | 3% | 3.5µM* | -7%
Cc1ccc(S(=O)(=O)NCCC(=O)Nc2ccc(Cl)c(Cl)c2)cc1 | 10% | -1% | -0.3% | -11% | ? | -15% | 7% | 7%[57.1 µM] | -1%
O=S(=O)(c1ccccc1Br)N(Cc1ccccc1)CC(O)COCc1ccccc1 (stereo not given) | -6% | -22% | nt | -9% | ? | -6% | -2% | 13% | -3%
CCOc1ccc(OCCSc2nnnn2C2CCCCC2)cc1 | 56%[activator] | -13% | 0.0% | 1% | 0% | 4%[57.1 µM] | 2% | 2%[57.1 µM] | -3%
CC#CCN1c2ccccc2[C@]23C[C@@H](C(=O)OC)N(C(=O)c4cc(C)oc4C)C2=NC(C(=O)OC)=C(C(=O)OC)[C@H]13 | -22% | -35% | 1.1% | 5% | -12% | -2% | -15% | 1% | 0%
Cc1csc(NC(=O)CN2CCCCCC2)n1 | 32% | -3% | 4.1% | -6% | ? | 9% | 5% | 34% | -1%
Cc1c(/C=N/NC(=O)c2ccccc2O)c2ccccn2c1C(=O)c1ccc(F)cc1 | 2% | -9% | -1.6% | -37% | -26% | -16% | 2% | -17% | -3%
CCCCC1=CC2=CC(=O)C(C)(OC(=O)CC)C(=O)C2=CN1CCCCO (stereo not given) | -11% | ? | -2.3% | -2% | -17% | -14% | 11% | -16% | 2%
NS(=O)(=O)c1ccc(CCNC(=O)C(=O)NCC2OCCN2C(=O)c2ccc3c(c2)OCO3)cc1 (stereo not given) | -4% | 7% | 1.8% | -3% | -7% | -6%[57.1 µM] | 8% | 3%[57.1 µM] | -3%
COc1ccc(NC(=O)COC(=O)CNS(=O)(=O)c2ccc(C)cc2)c(OC)c1 | 6% | -8% | 0.8% | 7% | 0% | 4%[57.1 µM] | 4% | 5%[57.1 µM] | 0%
CO/N=C/NC(=O)c1cn(-c2ccc(F)cc2)c(=O)c2ccccc12 | 30% | 5% | -3.1% | -10% | 1% | -3%[57.1 µM] | -4% | -20%[57.1 µM] | 1%
Cc1ccc(-n2nc(-c3cccs3)cc2C(=O)NCC2CCCO2)c(C)c1 (stereo not given) | -9% | -8% | 0.6% | -11% | 0% | -6% | 1% | -6% | -2%
CCCCc1nn2c(=O)cc(COC(=O)c3ccccc3NC(=O)c3cccs3)nc2s1 | -4% | 7% | 0.6% | -1% | -16% | 0%[57.1 µM] | 0% | 9%[57.1 µM] | -2%
Cc1cc(Cl)ccc1OCCCC(N)=O | -19% | -1% | 1.8% | nt | -24% | 2% | -3% | 1% | -2%
O=c1cc(N2CCOCC2)cnn1-c1ccccc1 | -1% | -15% | 3.3% | -10% | 2% | 4%[57.1 µM] | -10% | -1%[57.1 µM] | 1%
COc1ccc(NC(=O)CN(C)S(=O)(=O)c2ccc3c(c2)c(=O)n(C)c(=O)n3C)cc1 | -10%[56.9 µM] | -4%&-25% | 2.9%&0.2% | -7%&-1% | -6%&-22% | 6%[57.1 µM] | 15%&10% | 16%[57.1 µM] | -7%&-1%
CN(CC(=O)Nc1ccncc1)S(=O)(=O)c1ccc(Br)cc1 | 31% | 1% | 0.2% | -5% | ? | 5% | 1% | 17% | 1%
Nc1nc(C(=O)N2CCOCC2)nn1C(=O)c1ccc(Cl)cc1 | -22% | -14% | 4.4% | 0% | 230%[activator] | -8%[57.1 µM] | 13% | ? | -1%
